# GoLoco inh red – inhibitors of human Gai1-RGS12 GoLoco interaction (red fluorophore); P63096; Gai1:RGS12 GoLoco peptide FP, rhodamine, 10 min; Potency, µM (titrated, usually from 61.6 µM), without a hit: top-dose activity, negative = inhibition, usual class: inhibitors; 230,000 tested, 0.44% active; AID 880; active = well fitted inhibition curve with a large enough effect, not every such curve was filed as active; inactive = no such curve, though single readings can be large or run the other way; also: % is scaled to controls: 0 for no effect and ±100 for the full control effect; nearly all actives have a fitted effect of over 30% in size; many of its hits are not listed in these tables
# Target sequence (P63096 whole entry, looked up): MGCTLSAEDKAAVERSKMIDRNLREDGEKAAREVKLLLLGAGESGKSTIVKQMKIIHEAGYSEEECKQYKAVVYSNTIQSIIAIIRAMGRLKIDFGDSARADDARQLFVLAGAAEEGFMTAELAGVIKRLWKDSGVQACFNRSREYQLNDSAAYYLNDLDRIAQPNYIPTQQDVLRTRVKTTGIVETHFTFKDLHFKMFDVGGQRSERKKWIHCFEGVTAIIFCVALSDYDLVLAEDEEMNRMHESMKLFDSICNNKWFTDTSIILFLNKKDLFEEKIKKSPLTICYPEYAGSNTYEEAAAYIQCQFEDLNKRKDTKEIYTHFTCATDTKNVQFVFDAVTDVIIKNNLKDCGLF
# HTT aggregate – inhibitors of mutant huntingtin aggregate formation in PC12 cells. PC12 HttQ103-GFP aggregates, Acumen cytometry, 40 h. Potency, µM (doses to about 46.1 µM), inactives show at the highest dose activity change, negative = inhibition, hits mostly inhibitors. 220,000 tested, 1.1% active. AID 1688; also: % is scaled to controls: 0 for no effect and ±100 for the full control effect; nearly all actives have a fitted effect of over 60% in size
#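 Steps: seed 1500 PC12 HTTQ103-GFP cells/well; add tebufenozide, 100 nM final; add compound titration; add ATPLite reagent; quantify GFP aggregates by laser scanning cytometry.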
# IMPase Li cell – cell-permeable IMPase inhibitors with lithium potentiation; AID 1457; CHO-M1 cells, IP1 TR-FRET (IP-One), carbachol + lithium; Potency, µM (top dose mostly 59.4 µM), without a hit: top-dose activity, negative = IMPase inhibition, usual class: inhibitors; 210,000 tested, 0.35% active;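 also: IP1 builds up when IMPase is blocked and the TR-FRET signal falls; plate controls were basal vehicle for no effect and high inhibitor control for full effect; nearly all actives have a fitted effect of over 50% in size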
#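 CHO cells stably expressing M1 receptor (2000/well) were cultured 16–30 h, then exposed to compounds with a small lithium addition for 30 min at 37C. IP1 was measured by TR-FRET competition; AC50 from Hill fits.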
# GAA glycogen – GAA glycogen-cleavage inhibition or activation | recombinant GAA, glycogen substrate, Amplex Red glucose oxidase fluorescence | Potency, µM (top dose mostly 76.4 µM), without a hit: top-dose activity change, negative = inhibition, actives largely listed as inhibitors | AID 2100 | 300,000 tested, 0.38% active | P10253;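 also: 0% = full enzyme reaction and -100% = no-enzyme basal signal; the screen sought inhibitors and activators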
#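 Natural-substrate format: glycogen cleavage by 4 nM human enzyme, glucose read by Amplex Red coupling (Ex 573, Em 610 nm). Normalized to enzyme and no-enzyme controls.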
# HTT ATP protect – cytoprotection in Huntington HTT-Q103 PC12 cell model; PC12 HTT-Q103 induced, cytoprotection, ATP luminescence, 40 h; Potency, µM (highest dose often 56.4 µM), inactives show cytoprotection (ATP increase), hits mostly activators; 230,000 tested, 0.14% active; AID 1471;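 also: % of control where 0% means no effect; nearly all actives have a fitted effect of over 45% in size; toxic huntingtin expression switched on by the ecdysone agonist tebufenozide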
#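 Compounds added alongside 100 nM tebufenozide, which induces toxic Q103 huntingtin exon 1-GFP in stable PC12 cells; surviving cells quantified by luminescent ATP measurement. Medium: phenol red-free DMEM, 5% equine and 5% calf serum.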
# aGlu spleen mod – inhibits or activates alpha-glucosidase in human spleen homogenate | P10253 | human spleen homogenate, 4-MU-alpha-glucoside fluorescence | Potency, µM (highest dose often 79.9 µM), for inactives: at the highest dose activity change, negative = inhibition, actives largely listed as inhibitors | 240,000 tested, 0.006% active | AID 2112;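 also: 0% = enzyme with vehicle and -100% = no enzyme basal signal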
#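 AC50 values come from Hill-equation fits of concentration-response data, normalized to no-enzyme and full-activity controls. Enzyme source: 1 ug human spleen homogenate; 1 mM fluorogenic 4-MU glucoside, pH 5.0 citrate buffer, 37 C, 40 min.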
# GAA inhib – inhibitors of human lysosomal alpha-glucosidase | P10253 | purified human GAA, 4-MU-alpha-glucoside fluorescence | Potency, µM (titrated, usually from 76.9 µM), for the others: at the top dose activity change, negative = inhibition, actives largely listed as inhibitors | 200,000 tested, 0.005% active;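 also: plate controls were uninhibited enzyme wells for no effect and no-enzyme background for full effect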
#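 qHTS format, compound range up to 77 uM. Human lysosomal enzyme at 4 nM, 400 uM 4-MU glucoside substrate, pH 5.0, 20 min room temperature; fluorescence after alkaline stop gives activity normalized to controls.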
# Numbers without * were called inactive; ? = inconclusive; / = no result given; [ ] = remark or other dose. Unless noted, calls follow the shape of the dose curve; as a rule, active = well fitted curve in the direction sought with a large enough effect; inconclusive = small, poorly fitted or top-dose-only effect, or another doubt; inactive = no such curve, though single readings can be large; an effect the other way counts as inactive or inconclusive. Potency is read from the fitted curve at half-maximal effect.
# Each structure is followed by: GoLoco inh red	GAA inhib	HTT aggregate	IMPase Li cell	HTT ATP protect	GAA glycogen	aGlu spleen mod
O=C(c1cc2nc(-c3ccco3)cc(C(F)(F)F)n2n1)N1CCN(c2ccccn2)CC1
 : 0.8%	?	-12.4%	14.7%[38.3 µM]	10.6%[10 µM]	-4.1%	-5.5%
CCCn1c(C)nc2c(c1=O)c1nc3ccccc3nc1n2CCC1=CCCCC1
 : 14.9%	14.9%	22.6%	11.9%[38.3 µM]	-15.0%[0.074 µM]	7.5%	2.6%
COC(=O)c1ccccc1NC(=O)COc1ccccc1[N+](=O)[O-]
 : 6.1%	-4.0%	5.5%	-5.0%	-20.0%	-15.3%	-4.7%
COC(=O)c1ccccc1NC(=O)Oc1ccc(C(C)C)cc1
 : 7.1%	2.2%	-16.9%	-0.9%[38.3 µM]	1.3%	5.5%	-7.6%
O=C(COC(=O)c1cc(=O)[nH]c2ccccc12)NCc1cccs1
 : 5.4%	2.3%[15.4 µM]	-4.4%[9.22 µM]	/	4.8%[10 µM]	5.5%	-2.5%
O=C(Oc1cccc(C(=S)N2CCCCC2)c1)c1ccccc1
 : -7.3%	-11.5%	6.6%	0.1%	-4.8%	-3.4%	/
Cc1[nH]c2ccccc2c1/C=N/NC(=O)CNC(=O)COc1ccccc1
 : 9.6%	6.3%	1.4%	10.0%	-8.1%	2.0%	-2.1%
COc1cccc(N2CCN(C(=O)CN(C)S(=O)(=O)c3ccc4c(c3)c(=O)n(C)c(=O)n4C)CC2)c1
 : -6.3%	5.5%	-20.5%	1.7%	-11.8%	0.0%	-7.0%
Brc1ccc(/C=N/c2nc3ccccc3n2CCN2CCOCC2)cc1
 : 9.9%	1.6%	3.0%	-3.5%	1.9%[10 µM]	4.9%	7.8%
c1ccc(CN(Cc2ccco2)C(c2ccncc2)c2nnnn2C2CCCC2)cc1 (centres undefined)
 : -3.5%	4.6%	4.1%	10.7%	7.8%[10 µM]	-20.3%	-5.5%
CC(C)NC(=O)C1CCN(c2ccc(S(=O)(=O)N3CCOCC3)cc2Cl)CC1
 : 3.3%	/	19.0%[9.22 µM]	/	-8.8%[10 µM]	-4.5%	1.3%
CC(C)CC(NC(=O)CCl)c1ccccc1 (centres undefined)
 : -7.0%	-5.2%	12.0%	1.3%	17.0%[0.074 µM]	-7.4%	-1.2%
CC1CN(c2c3c(nc4ncnn24)CCCC3)CC(C)O1 (centres undefined)
 : -1.6%	4.3%	-7.5%	24.4%[38.3 µM]	29.8%	-1.1%	6.3%
Cc1ccc(C(c2nnnn2Cc2ccccc2)N2CCN(Cc3ccccc3)CC2)cc1 (centres undefined)
 : 5.2%	-13.4%	-7.9%	15.3%	-9.0%[1.9 µM]	-17.9%	-5.3%
CCN(C(=O)CSc1nnnn1-c1ccccc1)C1CCS(=O)(=O)C1 (centres undefined)
 : 7.3%	-4.4%	19.2%	3.9%	3.6%[10 µM]	6.1%	3.9%

# Ordered by value in IMPase Li cell (high to low): three of the compounds above.
smiles | IMPase Li cell
Cc1ccc(C(c2nnnn2Cc2ccccc2)N2CCN(Cc3ccccc3)CC2)cc1 (centres undefined) | 15.3%
O=C(Oc1cccc(C(=S)N2CCCCC2)c1)c1ccccc1 | 0.1%
COC(=O)c1ccccc1NC(=O)COc1ccccc1[N+](=O)[O-] | -5.0%

# Additional results.
# Each structure is followed by: GoLoco inh red	GAA inhib	HTT aggregate	IMPase Li cell	HTT ATP protect	GAA glycogen	aGlu spleen mod
CC(=O)N/N=C/C1=CCC2CC1C2(C)C (centres undefined)
 : 5.9%	1.9%	-5.2%	0.6%	-0.9%	3.7%	6.5%
CC(C)c1nc(SCC(=O)Nc2nc3c(s2)CCCC3)c2ccccc2n1
 : 8.3%	-12.5%	-9.0%	17.8%[38.3 µM]	36.5%[10 µM]	0.1%	-16.5%
COc1ccccc1OCC(=O)Nc1ccc(C(N)=O)cc1
 : 6.1%	11.1%	-5.0%	16.4%[38.3 µM]	-30.7%	11.2%	-3.5%
O=S1(=O)C=C(SCc2ccc(F)cc2)Nc2ccccc21
 : -2.6%	-6.0%	?	3.4%	-116.9%	-4.9%	-22.5%
Cc1cccc(/C=C/c2nc3ccccc3c(=O)n2Cc2ccccc2)c1
 : -11.7%	-4.7%	-18.6%	16.4%	0.9%[10 µM]	0.7%	-3.1%
CC(C)NC(=O)C1CCCN(S(=O)(=O)c2cccs2)C1 (centres undefined)
 : -6.9%	-2.1%	2.8%	11.6%[38.3 µM]	2.9%	-14.3%	-2.3%
Clc1ccccc1-c1nn2c(-c3ccncc3)nnc2s1
 : 1.2%	-8.3%	?	21.7%[38.3 µM]	1.7%[1.9 µM]	-1.5%	-0.8%
Cc1nnc(NC(=O)CSCc2ccccc2)s1
 : 5.7%	-18.2%	1.3%	25.6%[38.3 µM]	-6.9%[10 µM]	6.3%	-4.5%
COC(=O)CC(c1ccc(OC)c(OC)c1)c1ccc(OC)c(OC)c1
 : 4.5%	4.6%	10.8%[9.22 µM]	1.0%	-97.7%[inhibitor]	-11.5%	1.3%
O=C(O)CC/C(=N\Nc1ccc(S(=O)(=O)N2CCOCC2)cc1[N+](=O)[O-])c1cccs1
 : 1.1%	/	-21.6%[9.22 µM]	/	0.1%[10 µM]	-14.2%	-11.8%
CC(C)OC(=O)CC(=O)CSc1nc2c(cc1C#N)CCCCCC2
 : -1.6%	-3.2%	3.0%	14.9%[38.3 µM]	-8.6%	-12.1%	-1.4%
CCN1CCN(CC(=O)c2c(C)n(C)c3ccc(OC)cc23)CC1
 : -5.0%	-1.6%	3.8%	0.6%[38.3 µM]	-11.7%	6.3%	2.9%
O=c1cc(N2CCC3(CC2)OCCO3)[nH]c(=O)n1C1CCCCC1
 : 0.3%	-3.2%	-0.3%	-10.4%[38.3 µM]	-15.8%	4.5%	-8.3%
COc1ccc(S(=O)(=O)N2CCN(C(=O)c3cc(C)oc3C)CC2)cc1
 : 10.0%	-14.2%	0.1%	4.8%	35.7%[10 µM]	-4.6%	3.9%
O=C(NCCc1ccc(Cl)cc1)C1CCC(=O)N1C1CCCC1 (centres undefined)
 : 8.0%	1.6%	5.9%	-4.1%[38.3 µM]	-31.7%	13.9%	-12.1%
Cc1ccc(C)n1-c1ccc(C(=O)NC2CCN(Cc3ccccc3)CC2)cc1
 : 16.2%	2.0%	32.1%	4.2%	/	16.2%	-8.9%
CCCN(CCC)CCCNC(=O)C1c2cc(OC)c(OC)cc2C(=O)N(C)C1c1cccs1 (centres undefined)
 : 12.6%	1.1%	-8.8%	26.2%[38.3 µM]	-1.0%[10 µM]	4.2%	-22.4%
CCC(C(=O)NCc1ccccc1OC)c1ccccc1 (centres undefined)
 : 12.7%	-0.7%	-2.6%	7.0%	2.5%	-0.8%	/
Cc1c(C)n(C(=O)CN2CCN(c3ccccn3)CC2)c2ccccc12
 : 2.4%	1.4%	-5.3%	25.3%[38.3 µM]	14.6%[1.9 µM]	-1.2%	-6.6%
C=CCn1c(-c2sc(-c3ccccc3)nc2C)n[nH]c1=S
 : 6.7%	-0.2%	-0.5%	-9.2%	23.5%[10 µM]	-16.9%	-3.6%
O=C(NCc1nc2ccccc2[nH]1)C1=C[C@@H](c2ccc3c(c2)OCO3)C[C@@H](OCc2ccc(CO)cc2)O1
 : 18.4%	/	15.6%[9.22 µM]	/	0.9%[10 µM]	-2.4%	-6.7%
Cc1ccc(NC(=O)CCSc2nc(C)cc(C)n2)cc1
 : 9.1%	?	-14.4%	40.8%[activator][38.3 µM]	15.5%	8.7%	-18.0%
COc1ccccc1Cn1c(CCCO)nc2ccccc21
 : -8.1%	-2.0%	0.1%	16.7%[38.3 µM]	-16.1%[0.074 µM]	2.3%	0.5%
CSCCC(NC(=O)C12CC3CC(CC(C3)C1)C2)C(=O)OCC(=O)c1ccc(C)cc1 (centres undefined)
 : 8.8%	1.6%	-16.8%	-1.8%	-10.4%[10 µM]	12.9%	-9.8%
C=CCNC(=O)c1c(CSc2ccccc2)noc1C(=O)NCc1ccccc1
 : -1.3%	/	0.6%[9.22 µM]	/	5.1%[10 µM]	-3.9%	12.3%
O=C(Nc1ccc(Cl)cc1)OCc1cn(-c2ccc(Cl)cc2)nn1
 : 5.5%	-0.5%	2.6%	1.3%[38.3 µM]	-4.6%	11.2%	4.5%
CCOc1ccc(N(Cc2nnc3n2CCCCC3)C(=O)Nc2cccc(C)c2)cc1
 : -5.2%	-0.9%	14.9%	-0.8%	-10.2%	-5.7%	0.9%
CC(C)c1nc(=S)c2ccccc2[nH]1
 : 12.6%	-6.4%	-14.1%	-13.8%[38.3 µM]	14.9%	-7.9%	1.7%
CCNc1nc(NCC)n2c(SCC(=O)Nc3ccc(C(F)(F)F)cc3[N+](=O)[O-])nnc2n1
 : -3.1%	3.6%	-4.0%	-12.3%	4.6%[10 µM]	-6.0%	1.0%
CCOc1ccc(NC(=O)CC2C(=O)N(c3ccc(OC)cc3)C(=O)N2CCc2ccc(OC)c(OC)c2)cc1 (centres undefined)
 : -0.4%	-5.7%	-6.4%	3.2%	-66.6%[inhibitor]	1.3%	-7.2%
COc1cc(N=c2ssnc2Cl)c(OC)cc1Cl
 : 0.2%	-1.4%	-15.1%	7.6%[38.3 µM]	21.6%	0.9%	1.9%
CNCc1c(OCc2ccc(F)cc2)ccc2ccccc12
 : 14.3%	-2.0%	-5.4%[9.22 µM]	14.8%	-19.2%	17.8%	2.1%
Cc1c(C(C)(C(=O)O)c2c(C)n(C)c3ccccc23)c2ccccc2n1C
 : 7.8%	-0.2%	-1.8%[9.22 µM]	/	10.8%[10 µM]	4.2%	7.0%
Cc1ccc(N/N=C(\C#N)C(=N)N2CCOCC2)cc1
 : 0.4%	-4.4%	5.9%	5.2%	/	-3.0%	-2.1%
COc1ccc(C(OCCN2CCC[C@@H](C(=O)O)C2)(c2ccc(OC)cc2)c2ccc(OC)cc2)cc1
 : -2.3%	/	/	5.2%	13.8%	/	-1.6%
COc1cc(/C=C/c2ccc3c([N+](=O)[O-])cccc3n2)ccc1OCC(=O)O
 : 6.4%	/	-6.3%[9.22 µM]	/	1.0%[10 µM]	-5.0%	-13.5%
CCSC(SCC)[C@H](O)[C@@H](O)[C@H](O)[C@H](O)CO
 : 9.5%	-7.3%[15.4 µM]	0.7%	-1.8%	/	-4.5%	-4.1%

# Source: PubChem

# Some of the compounds tested (hit frequency here may not be typical).
